# KOR beta-arrestin-1 – KOR antagonists, beta-arrestin recruitment, cell-based, luminescence, uHTS (AID 1778). KOR beta-arrestin recruitment, luminescence, antagonist mode; higher % means a stronger effect. one-dose inhibition, % at 10 µM; IC50 in µM for titrated hits. hit rate 0.091% among 290,000; also: strong numbers were not always called active
# Large T inhibition – TAg ATPase/helicase activity blockers – biochemical (AID 1903). SV40 large T antigen ATPase/helicase inhibition assay; higher % means a stronger effect. inhibition, % at 20 µM, or IC50 in µM where a hit was titrated. hit rate 0.39% among 310,000; in the data active = a potency from the dose series; inconclusive = inhibition mostly from about 32% at the one dose, without a potency; inactive = the rest, 99 in 100 with inhibition below about 32%; also: strong numbers were not always called active
# GPR55 LPI antagonism – inhibition of LPI-stimulated GPR55 beta-arrestin translocation – imaging, U2OS, beta-arrestin-GFP, LPI agonist, primary screen (AID 2013) | U2OS GPR55 beta-arrestin-GFP translocation imaging, LPI antagonism; higher % means a stronger effect | one-dose inhibition, % at 10 µM; IC50 in µM for titrated hits | hit rate 0.13% among 290,000;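 active = spots per cell inhibited over 60%, with over 100 cells counted and total cytoplasm intensity under 500,000; inconclusive = wells with under 100 cells, flagged as likely toxic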;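 also: U2OS cells stably carrying GPR55 and arrestin-GFP stimulated by 5 µM LPI near EC80; imaged beta-arrestin-GFP aggregate spots per cell after agonist stimulation; plate controls were LPI-stimulated DMSO wells for no effect and DMSO wells without LPI for full effect; some results filed as inactive read as strong as hits; confirmed hits need IC50 under 10 µM and bright autofluorescent wells are also inconclusive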
# HEK293 NOD2/NF-kB – NOD2 signaling inhibitors, cell-based, luminescence, uHTS, HEK293 (AID 1566). HEK293 NOD2/NF-kB luciferase reporter, luminescence; higher % means a stronger effect. inhibition, % at 4 µM, or EC50 in µM where a hit was titrated. hit rate 0.63% among 290,000; also: many of its hits are not listed in these tables
# NOD1 inhibition – inhibition of NOD1-driven NF-kB reporter – cell-based, luminescence, uHTS, primary screen (AID 1578); one-dose inhibition, % at 4 µM; EC50 in µM for titrated hits; NOD1-driven NF-kB luciferase reporter cells, luminescence; higher % means a stronger effect; hit rate 1% among 290,000; in the data active = inhibition mostly above about 36%, no sharp cut-off; inactive = mostly below about 34%;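 also: HEK-293T reporter cells stimulated with the NOD1 agonist gamma-tri-DAP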
# HIV fusion peptide – inhibitors of HIV fusion peptide binding, primary screen, biochemical, uHTS, fluorescence dequenching (AID 1986); inhibition, % at 20 µM, or IC50 in µM where a hit was titrated; cell-free peptide binding, fluorescence dequenching, 30 min; higher % means a stronger effect; hit rate 0.3% among 290,000; in the data active = inhibition mostly above about 52%, no sharp cut-off; inactive = mostly below about 76%; also: some results filed as inactive read as strong as hits
# GPR55 beta-arrestin – selective activators of receptor GPR55 – imaging, U2OS cells, beta-arrestin-GFP redistribution, primary screen (AID 1961); U2OS GPR55 beta-arrestin-GFP redistribution imaging; higher % means a stronger effect; activation, % at 10 µM, or EC50 in µM where a hit was titrated; hit rate 0.048% among 290,000;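 active = activation above 40% with more than 50 cells counted in the well; inconclusive = wells holding fewer than 50 cells, flagged as toxic or sparse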;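 also: U2OS osteosarcoma cells stably expressing GPR55 and beta-arrestin-GFP; plate controls were DMSO negative control for no effect and LPI positive control for full effect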
# MgcRacGAP inhibition – MgcRacGAP GTPase-activating activity inhibitors, confirmation, biochemical, ADP Hunter fluorescence. MgcRacGAP-stimulated Rac1 GTP hydrolysis, ADP Hunter fluorescence; higher % means a stronger effect; GST-tagged Rac1 F28L mutant substrate. one-dose inhibition, % at 30 µM; IC50 in µM for titrated hits. hit rate 0.6% among 340,000;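 active = first-screen hits whose inhibition reached a set limit at any dose in the follow-up dose series; inconclusive = inhibition above the set first-screen limit but never retested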;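 also: fluorescence reports GDP produced by GAP-driven GTP hydrolysis; strong numbers were not always called active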
# KOR beta-arrestin-2 – kappa opioid receptor activators – cell-based, luminescence, uHTS, primary screen (AID 1777). KOR beta-arrestin recruitment, luminescence; higher % means a stronger effect. one-dose activation, % at 10 µM; EC50 in µM for titrated hits. hit rate 0.02% among 280,000; in the data active = activation above about 50%, passing the limit was not always enough; also: a part of the inactive calls stands beside numbers as strong as those of hits
# An asterisk follows results filed as active; ? = inconclusive; nt = not tested or not shown; & = joins results of further samples; [ ] = dose if it differs, or a comment. Rule as the data show it, unless noted: active = inhibition above about 50%; inactive = the rest. The list is partial; rates above refer to the full screens.
SMILES,KOR beta-arrestin-1,Large T inhibition,GPR55 LPI antagonism,HEK293 NOD2/NF-kB,NOD1 inhibition,HIV fusion peptide,GPR55 beta-arrestin,MgcRacGAP inhibition,KOR beta-arrestin-2
COc1cc(C(=O)Nc2scc(-c3ccc(Br)cc3)c2C(=O)O)cc(OC)c1OC,39.8%,?,-6.9%,13.9µM*,3.97µM*,33.2µM*,-0.1%,3.7%,5.1%
CN1C(=O)C(=Cc2ccccc2OCCOc2ccc([N+](=O)[O-])cc2)C(=O)N(C)C1=O,22.3%,23.3%,-0.3%,-11.3%,-6.0%,0.6%,-1.0%,11.0%,-6.3%
CCCC(C)(COC(N)=O)COC(=O)NC(C)C (stereo not given),-8.5%,18.9%,10.0%,7.5%,-9.2%,1.5%,0.1%,2.9%,1.1%
CCOP(=O)(OCC)C(O)c1ccc(OC)cc1OC (stereo not given),nt,2.6%,12.4%,13.9%,-15.2%,-1.0%,-0.2%,7.2%,-3.4%
CCOC(=O)C1=C(N)Oc2cc(C)oc(=O)c2C12C(=O)N1c3c(cccc32)C(C)CC1(C)C (stereo not given),14.8%,9.1%,-0.1%,-12.0%,-21.7%,1.4%,0.0%,2.2%,-1.6%
O=C1NC(=O)C(Sc2ccccc2[N+](=O)[O-])C(=O)N1,7.5%,24.3%,-1.6%,3.0%,-26.8%,0.5%,-0.2%,28.6%,-1.0%
CC[N+]12CCC(CC1)C(C(O)(c1ccccc1)c1ccccc1)C2 (stereo not given),-42.7%,4.7%,-3.3%,13.7%,3.0%,1.1%,0.2%,9.2%,3.3%
CN1C(=O)NC(=O)/C(=C/c2ccc([N+](=O)[O-])o2)C1=O,-36.9%,27.7%,-8.5%,7.3%,-1.7%,27.7%,-0.1%,nt,-2.1%
CN1C(=O)C(=Cc2ccc(-c3cccc(Cl)c3)o2)C(=O)N(C)C1=O,6.1%,17.6%,8.6%,16.3%,-33.6%,16.9%,0.4%,nt,2.8%
COc1ccc2c(c1)NP(=S)(Oc1ccccc1)N2 (stereo not given),30.0%,10.2%,18.7%,10.7%,-1.4%,22.4%,0.0%,9.7%,8.8%
N#CCP(=S)(c1ccccc1)c1ccccc1,-25.7%,10.0%,-14.1%,12.4%,-14.9%,-0.8%,0.1%,4.9%,10.4%
COc1ccc(-c2nn(CCC#N)cc2C(=O)NCc2ccccc2)cc1OC,-33.4%[20 µM],7.0%,6.7%,-17.7%,-20.1%,0.7%,0.6%,0.8%,-3.7%
CCCCn1c(O)c(C(C)=NCCCn2ccnc2)c(=O)[nH]c1=O,-4.8%,4.8%,14.5%,-0.5%,-5.8%,2.4%,0.3%,6.5%,1.9%
Cc1ccc(OCCOc2cccc(C=C3C(=O)NC(=O)NC3=O)c2)cc1,-18.2%,?,-1.2%,-142.4%,-3.9%,3.0%,0.6%,17.9%,1.0%
CC(C)COc1ccc(Cc2c(O)[nH]c(=S)[nH]c2=O)cc1,-33.2%[20 µM],16.6%,-3.3%,6.6%,-16.0%,6.1%,-0.3%,9.3%,-0.5%
COc1ccc(/C=C2/C(=O)NC(=O)N(Cc3ccco3)C2=O)cc1,-22.2%[20 µM],23.5µM*,0.4%,-2.0%,2.2%,50.2%*,-0.1%,nt,2.8%
CCOC(=O)C1=C(Cc2ccc(Cl)cc2)C(=O)c2ccccc2C1=O,-2.0%,29.1%,2.9%,nt,12.2µM*,4.7%,-0.1%,15.6%,12.4%
O=C(Cc1ccccc1)N1CCN(C2CCCC2)CC1,-26.1%,0.7%,-5.4%,-6.5%,-5.5%,-0.1%,-0.1%,19.4%,2.3%
O=C(Cc1ccccc1)OCn1nnc2ccccc2c1=O,33.4%,4.1%,-9.3%,10.0%,-8.5%,2.7%,-0.3%,-3.1%,3.4%
CN1C(=O)C(=Cc2ccc(N3CCOCC3)o2)C(=O)N(C)C1=S,-24.3%[20 µM],4.9%,0.3%,11.1%,18.4%,143.7%,0.2%,12.7%,nt
C=C1C2[C@H](OC(C)=O)[C@@H]3CC(=O)[C@]4(C)OC[C@@]3(C)[C@@]4(O)[C@@H](OC(C)=O)[C@H](OC(C)=O)[C@@]2(COC(=O)c2ccccc2)[C@@H](OC(C)=O)C[C@@H]1O (stereo not given in full),10.8%[20 µM],2.8%,2.5%,-2.9%,-14.5%,0.1%,-0.2%,3.5%,-2.1%
Cc1nn(C2CCOC(C)(C)C2)c2c1C(c1ccc3c(c1)OCO3)SCC(=O)N2 (stereo not given),-11.6%,-3.3%,-18.1%,9.8%,-23.4%,-0.5%,0.0%,17.1%,2.3%
O=C1NC(=O)N(c2ccc3c(c2)OCO3)C(=O)/C1=C\c1ccsc1,-2.6%,24.3%,-5.6%,5.2%,-11.5%,6.8%,-0.2%,nt,6.9%
O=C(COc1ccc(Cl)cc1Cl)N1CCN(C/C=C/c2ccccc2)CC1,-6.7%,5.6%,-8.5%,-14.2%,-1.4%,-1.2%,0.3%,-2.6%,4.6%
O=[N+]([O-])c1ccc(CN2CC=C(c3ccccc3)CC2)cc1,-17.4%,20.6%,1.2%,-36.1%,1.8%,-2.1%,0.2%,4.6%,8.3%
CC(=NCc1ccco1)c1c(O)n(Cc2ccccc2)c(=O)[nH]c1=O,-21.9%,12.5%,-2.2%,-8.3%,-29.4%,-1.3%,0.6%,6.2%,-7.3%
COc1cccc(OCC(=O)N2CCN(C)CC2)c1,-23.8%,12.9%,-15.6%,2.5%,-5.3%,-1.3%,0.4%,7.2%,-8.0%
O=C1Nc2ccc(Br)cc2C(c2ccc(Cl)cc2)=NC1O (stereo not given),4.6%,4.7%,-7.5%,15.3%,-5.0%,-1.3%,0.0%,9.1%,-0.7%
O=c1cc(C(F)(F)F)c2cc3c4c(c2o1)CCCN4CCC3,-40.6%,11.5%,9.8%,3.0%,11.4%,-0.6%,-0.1%,5.2%,5.7%
COC(=O)[C@@H]1[C@@H](C(=O)OC)C2(c3ccccc3-c3ccccc32)N(c2ccc(Cl)cc2)N1C#N,31.6%,0.8%,23.7%,12.4%,-7.2%,-1.3%,nt,10.2%,-3.5%
Cc1ccc2c(c1)CC1(CN2C)C(=O)NC(=O)N(c2cc(C)ccc2C)C1=O (stereo not given),16.5%,2.2%,-2.2%,6.7%,-7.9%,-0.7%,-0.4%,2.2%,-3.9%
CC(C)c1ccc(N=Nc2c(O)[nH]c(=O)[nH]c2=O)cc1,-4.1%,7.7%,-5.8%,-67.9%,3.6%,0.2%,-0.1%,nt,1.4%
O=C(N/N=C/c1c(O)n(CCc2ccc(F)cc2)c(=O)[nH]c1=O)c1ccccc1,21.1%,9.7%,2.3%,1.2%,-1.7%,9.3%,1.0%,nt,nt
CS(=O)(=O)Nc1ccc(Cc2noc(-c3ccc4[nH]cc(CCN)c4c3)n2)cc1,-17.7%,13.2%&9.1%,11.2%,-4.7%,-8.9%,-0.6%,-0.5%,nt,6.7%
OC12Oc3ccccc3C=C1N1CCC2CC1 (stereo not given),-11.1%,10.1%,2.5%,16.4%,25.1%,1.2%,-0.2%,1.1%,-2.3%
O=c1[nH]c(=O)n(CCC2=CCCCC2)c(O)c1/C=N/N1CCOCC1,-7.9%,14.2%,2.7%,-22.2%,-6.6%,-0.1%,0.2%,5.4%,2.1%
O=C(O)C12C3CCCC1C32c1ccccc1 (stereo not given),5.5%,12.8%,-9.2%,-1.9%,-13.5%,0.4%,-0.3%,5.4%,-3.5%
CCC(=O)c1cc(F)c(N2CCN(CC)CC2)cc1C,3.6%,3.6%,3.1%,11.4%,-12.6%,-1.0%,-0.2%,2.1%,-6.2%
CC1CN=C(NCCc2ccccc2)S1 (stereo not given),-8.2%,5.0%,12.5%,-9.1%,-20.0%,-1.0%,-0.2%,0.4%,-1.5%
CCOC(=O)c1c(N)n(CCCOC(=O)c2ccco2)c2nc3ccccc3nc12,38.5%,-7.9%,25.0%,8.8%,-28.3%,3.5%,0.0%,10.1%,1.3%
O=C(CCNS(=O)(=O)c1ccccc1)Nc1ccc(Cl)cc1C(=O)c1ccccc1,22.6%,-1.9%,8.4%,-8.6%,23.0%,1.1%,-0.5%,9.6%,4.1%
O=c1cccc2n1CC1CC2CN(Cc2ccc3c(c2)OCO3)C1 (stereo not given),19.1%,nt,-0.3%,3.8%,-5.1%,-3.2%,-0.2%,2.5%,2.3%
O=C(N/N=C/c1c(O)n(Cc2ccc(F)cc2)c(=O)[nH]c1=O)c1ccccc1,25.9%,9.6%,-10.0%,11.3%,-5.0%,9.9%,0.1%,5.7%,1.6%
OC(C#CCN1CCOCC1)(c1ccccc1)C1CCCC1 (stereo not given),9.0%,7.9%,14.8%,3.6%,-34.2%,-0.1%,-0.2%,9.0%,-3.5%
COc1ccccc1-n1c(O)c(C=NCc2ccc3c(c2)OCO3)c(=O)[nH]c1=O,-28.6%,10.1%,-10.3%,-4.7%,11.1%,5.0%,-0.1%,7.3%,-1.8%
CN(C)C(=O)Oc1noc2cc(Cl)ccc12,8.7%,13.1%,-1.7%,1.4%,8.5%,0.3%,-0.2%,4.8%,-1.6%
Cc1ccc(N2C(=O)NC(=O)/C(=C\c3cnc(-c4ccccc4)nc3)C2=O)cc1,-16.2%,-0.1%,-1.5%,4.6%,-13.8%,21.4%,-0.3%,12.6%,-0.1%
CSCCC(N=Cc1c(O)n(-c2ccc(Br)cc2)c(=O)[nH]c1=O)C(=O)OC(C)(C)C (stereo not given),-7.1%,13.1%,35.3%,-3.3%,16.9%,-2.1%,0.8%,-12.4%,6.9%
COc1ccc(OC)c([C@@H](O)[C@H](C)NC(C)(C)C)c1,-26.1%,12.6%,0.9%,-0.2%,-25.5%,0.8%,-0.2%,5.5%,1.5%
COc1ccc2c(c1)c(C(=O)O)c(C)n2CC(C)C,-2.7%,11.4%,-0.9%,18.9%,9.9%,1.8%,-0.1%,5.6%,-2.9%
CC1=Nc2ccccc2/C1=C/c1c(O)n(C)c(=O)[nH]c1=O,-25.3%[20 µM],-0.2%,1.1%,14.9%,16.1%,2.0%,-0.1%,21.2%,-2.4%
COc1cccc(Oc2coc3cc(OC(=O)N(C)C)ccc3c2=O)c1,16.5%,19.9%,3.1%,23.7%,6.2%,-2.5%,0.0%,6.1%,-26.4%
CCN(CC)CC(O)c1ccc(C2CCCC2)cc1 (stereo not given),-13.5%,2.8%,14.2%,8.6%,-29.4%,1.3%,0.1%,5.4%,0.5%

# Bioassay records: PubChem BioAssay, several laboratories
